Screening results from PubChem.
ERG-DNA inh: ERG Ets/DNA interaction inhibition. P11308. fluorescence polarization, His-ERG Ets domain / labelled DNA. AID 624246. Potency, µM (titrated, usually from 76.9 µM), for the others: top-dose FP activity, negative = inhibition, hits mostly inhibitors. 370,000 tested, 0.028% active; active = well fitted inhibition curve with a large enough effect in the polarisation, with a control signal flat; inconclusive = small, poorly fitted or top-dose-only effect, or effect the other way, or a change in a side signal; inactive = no such curve, though single readings can be large or run the other way; the % refers to the polarisation;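 also: polarization taken with two DNA probes labelled with fluorescein and Texas red; potency is read from the fitted curve at half-maximal effect; % of control where 0% means no effect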
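His-tagged ERG Ets domain (1 uM in the protein solution; 300mM KCl, 50mM Tris-HCl, 1mM EDTA, 1mM DTT, pH 7.5) received compound, then a probe mix of 5 nM fluorescein-DNA and 100nM Texas-615-DNA. Fluorescence polarization was read for both dyes.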
PI4K2A inh: blocks human PI4K2A kinase activity | Q9BTU6 | activity change, negative = inhibition, % at 76.9 µM | purified PI4K2A, ADP-Glo luminescence, 1 h; hits give low values | 420,000 tested, 0.13% active; in the data active = activity change below about -50%; inconclusive = mostly about -30% to -49%;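 also: -100% = wells without enzyme as full effect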
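ADP-Glo luminescence measured ADP generated by PI4K2A enzyme (4 ug/mL before mixing) with 1.2 mM PI substrate (pre-mix) and 300 microM ATP (pre-mix). Tris pH7.5 buffer with MgCl2, Triton X-100; 1 h reaction at ambient temperature.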
G9a block: G9a (human) methyltransferase inhibition. G9a H3K9 monomethylation, AlphaScreen, 2 h. Potency, µM (series often up to 102 µM), without a hit: top-dose activity, negative = inhibition, hits mostly inhibitors. 350,000 tested, 8.8% active; also: potency is read from the fitted curve at half-maximal effect; % is scaled to controls: 0 for no effect and ±100 for the full control effect; nearly all actives have a fitted effect of over 75% in size
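G9a (20 nM) was preincubated 15 min with compound, then reacted 2 h at room temperature with 500 nM biotin-H3K9 peptide and 20 µM SAM. Monomethyl-H3K9 detected by AlphaScreen using anti-H3K9me1 antibody.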
HP1b chromo inh: HP1-beta chromodomain-methylated histone interaction inhibition. P83916. AlphaScreen HP1-beta / biotin-H3K9me3 peptide binding. Potency, µM (top dose mostly 114 µM), for the others: top-dose activity change, negative = inhibition, hits mostly inhibitors. 390,000 tested, 0.56% active. AID 540317; also: potency is read from the fitted curve at half-maximal effect; nearly all actives have a fitted effect of over 70% in size; inactives centre near 23
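Compound inhibition of the preformed complex between 50 nM HP1-beta and 50 nM biotinylated H3K9me3 peptide was read by AlphaScreen. Buffer was PBS pH 7.4 with 0.01% Tween-20. Incubations ran 30 min at room temperature, with 10 ug/mL donor/acceptor beads.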
12-LOX inh: blocks human arachidonate 12S-lipoxygenase. P18054. purified 12hLO, xylenol orange hydroperoxide absorbance. Potency, µM (top dose mostly 108 µM), for the others: at the highest dose activity change, negative = inhibition, actives largely listed as inhibitors. 580,000 tested, 1.1% active. AID 1671190; also: potency is read from the fitted curve at half-maximal effect; % is scaled to controls: 0 for no effect and ±100 for the full control effect
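Hydroperoxide product was detected by ferrous iron/xylenol orange as the 573 to 405 nm absorbance ratio. Arachidonic acid at 40 uM (final) was turned over for 30 min at room temperature by 150 nM human 12hLO, pH 7.0 Hepes buffer, after 15 min compound preincubation.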
BAZ2B inh: inhibitors of human BAZ2B bromodomain. Q9UIF8. AlphaScreen BAZ2B-H3K14Ac peptide displacement. Potency, µM (doses to about 114 µM), without a hit: at the top dose activity change, negative = inhibition, usual class: inhibitors. 360,000 tested, 4.4% active; also: potency is read from the fitted curve at half-maximal effect; % is scaled to controls: 0 for no effect and ±100 for the full control effect; nearly all actives have a fitted effect of over 60% in size
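AlphaScreen displacement of biotin-H3(5-23)K14Ac peptide (50 nM final) from BAZ2B (50 nM final) in PBS pH 7.4, 0.01% Tween-20; complex preformed 30 min RT, then compounds (top 110 uM) 30 min RT, beads 20 min dark.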
GLS inhibitor: glutaminase GLS (human) inhibition | O94925 | GLS enzymatic activity, qHTS titration | Potency, µM (series often up to 45.5 µM), for the others: top-dose activity change, negative = inhibition, hits mostly inhibitors | 410,000 tested, 0.21% active; also: potency is read from the fitted curve at half-maximal effect; % is scaled to controls: 0 for no effect and ±100 for the full control effect
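hKGA; 45 mM KH2PO4 pH 8.2 + 0.02% Tween-20; cpd via pin tool; 1 mM Gln soln; GluOx/HRP/Amplex Red; RT 30 min; fluor. t0 & final.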
JMJD2A Tudor inh: JMJD2A Tudor domain (human) inhibition; AlphaScreen JMJD2A-Tudor / H3K4me3 peptide binding; Potency, µM (doses to about 114 µM), inactives show at the highest dose activity change, negative = inhibition, usual class: inhibitors; 390,000 tested, 4.4% active; AID 504339; also: potency is read from the fitted curve at half-maximal effect; % is scaled to controls: 0 for no effect and ±100 for the full control effect; nearly all actives have a fitted effect of over 50% in size
Target sequence (O75164 whole entry, looked up, the tested form may be a part): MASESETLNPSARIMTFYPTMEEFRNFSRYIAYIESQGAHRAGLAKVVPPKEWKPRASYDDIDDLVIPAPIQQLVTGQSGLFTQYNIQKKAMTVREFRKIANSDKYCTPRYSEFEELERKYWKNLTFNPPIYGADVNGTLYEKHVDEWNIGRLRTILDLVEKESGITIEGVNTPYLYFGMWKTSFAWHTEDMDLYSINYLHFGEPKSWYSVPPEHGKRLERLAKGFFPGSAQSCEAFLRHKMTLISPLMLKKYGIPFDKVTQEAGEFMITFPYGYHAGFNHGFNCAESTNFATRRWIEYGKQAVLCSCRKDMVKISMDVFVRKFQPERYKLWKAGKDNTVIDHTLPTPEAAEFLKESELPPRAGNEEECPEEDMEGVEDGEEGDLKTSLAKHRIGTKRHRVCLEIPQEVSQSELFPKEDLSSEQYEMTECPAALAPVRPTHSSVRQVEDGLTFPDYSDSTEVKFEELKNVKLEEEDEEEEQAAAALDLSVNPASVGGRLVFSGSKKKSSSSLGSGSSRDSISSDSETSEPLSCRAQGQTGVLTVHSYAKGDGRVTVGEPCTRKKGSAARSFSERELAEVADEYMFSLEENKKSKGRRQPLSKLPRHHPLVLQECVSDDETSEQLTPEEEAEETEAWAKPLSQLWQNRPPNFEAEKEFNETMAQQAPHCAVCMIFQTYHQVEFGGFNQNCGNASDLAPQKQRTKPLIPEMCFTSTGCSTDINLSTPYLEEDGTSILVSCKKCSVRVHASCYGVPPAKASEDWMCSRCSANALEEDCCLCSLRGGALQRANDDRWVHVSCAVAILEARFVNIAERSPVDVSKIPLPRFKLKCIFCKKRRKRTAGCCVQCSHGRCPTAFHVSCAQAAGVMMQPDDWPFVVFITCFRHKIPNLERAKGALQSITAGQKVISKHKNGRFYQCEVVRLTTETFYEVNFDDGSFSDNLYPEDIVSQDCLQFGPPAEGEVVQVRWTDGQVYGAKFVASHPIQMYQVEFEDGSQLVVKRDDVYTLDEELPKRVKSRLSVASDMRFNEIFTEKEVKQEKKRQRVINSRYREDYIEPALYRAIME
RGS4 inhibitor: blocks human RGS4-accelerated GTP hydrolysis | Transcreener GDP fluorescence polarization, RGS4-accelerated GTP hydrolysis | Potency, µM (titrated, usually from 114 µM), without a hit: at the highest dose activity change, negative = inhibition, most hits filed as inhibitors | 390,000 tested, 0.039% active | AID 504845; also: potency is read from the fitted curve at half-maximal effect; % is scaled to controls: 0 for no effect and ±100 for the full control effect; nearly all actives have a fitted effect of over 75% in size; some results filed as inactive show a strong effect at the top dose
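MLSMR compounds (23 nl, pin-transferred) preincubated 10 min at room temperature with a 500nM (2x) first reagent, then RGS4 at 900nM (2x) plus Transcreener GDP mix added; fluorescence polarization (620/688 nm) read before and after 90 min at 30 °C.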
Active calls of the source: *; i = inactive; ? = inconclusive; · = no result given; & = joins results of further samples; [ ] = remark or other dose. Unless noted, calls follow the shape of the dose curve; as a rule, active = well fitted curve in the direction sought with a large enough effect; inconclusive = small, poorly fitted or top-dose-only effect, or another doubt; inactive = no such curve, though single readings can be large; an effect the other way counts as inactive or inconclusive. A portion of the library; the hit share may differ from the screen's.

SMILES	ERG-DNA inh	PI4K2A inh	G9a block	HP1b chromo inh	12-LOX inh	BAZ2B inh	GLS inhibitor	JMJD2A Tudor inh	RGS4 inhibitor
Cc1ccc2c(c1)C(c1ccc(F)cc1)N(C(=O)C(C)C)CC(=O)N2 (stereo not drawn)	2%	-3	14%[59 µM]	37%[activator]	?	2%	20%	-26%	-10%
CCOC(=O)c1c(S(=O)(=O)NCc2ccc(C)o2)c(C)n(C)c1C	9%	-9	1%[59 µM]	15%[57 µM]	11%	?	11%	-13%	-9%
COc1ccccc1NC(=O)c1cc(C2CC2)nc2c1c(C)nn2-c1ccc(C)cc1	-2%	-4	4%[59 µM]	19%	-15%	13%[57.1 µM]	-12%	-4%	13%
COc1ccccc1CCN=C(N)NS(=O)(=O)c1ccccc1	-11%	6	-12%	31%	-4%	·	2%	-7%	19%
O=C(Nc1nccs1)c1ccc2ccccc2c1	-5%	3	·	39%[activator]	4%	?	-4%	-22%	-21%
CCOc1ccccc1N1CC(C(=O)NCCc2ccc(S(N)(=O)=O)cc2)CC1=O (stereo not drawn)	-12%	2	27%[59 µM]	22%	0%	12%	-10%	-7%	-18%
Cc1cc(C=O)c(C)n1-c1sc2c(c1C(=O)O)CCCC2	-4%	1	-1%[59 µM]	28%	-12%	-6%	-3%	-11%	6%
O=C(N/N=C/c1nn(-c2ccccc2)cc1-c1ccccc1)c1ccncc1	·	7	13%	31%	25%	0%	-3%	3%	-13%
CC(=O)Nc1nonc1-c1nnc(SCC(=O)Nc2cc(Cl)ccc2C)n1C	2%	0	6%[59 µM]	58%[activator]	-10%	-38%	3%	2%	-4%
CC(N)(C(=O)O)c1ccc(C(=O)O)cc1 (stereo not drawn)	·	1	17%[12.7 µM]	·	6%	·	·	·	19%[56.9 µM]
CC(C)c1ccccc1OCCNC(=O)c1cccnc1	0%	0	-20%	35%	4%	-10%	0%	-5%	13%
CNc1cccccc1=S	-13%	?	3.5µM*	-19%	?	10µM*	-4%	11µM*	?
CCOc1ccc(C(=O)c2cn(CC(=O)Nc3ccc4c(c3)OCCO4)c3ccc(OC)cc3c2=O)cc1	-3%	-2	?	18%	-19%	-13%	-17%	-25%	?
CN1CCN(C(=O)c2ccc(OCCOc3ccccc3)cc2)CC1	-5%	0	-11%	9%	·	-4%	4%	-11%	19%
COc1cc(C(=O)NC2(C(F)(F)F)NC(=O)N(CCCc3ccccc3)C2=O)cc(OC)c1OC (stereo not drawn)	-3%	3	17%[59 µM]	44%[activator]	-17%	3%	-18%	-5%	-8%
O=c1cc(-c2ccccc2)nc(SCc2nc(-c3cccc(C(F)(F)F)c3)no2)[nH]1	0%	3	-14%[59 µM]	26%[57 µM]	-11%	1%	-9%	-11%	-10%
Cc1ccnc(NS(=O)(=O)c2ccc(NC(=O)CC(C)c3ccccc3)cc2)n1 (stereo not drawn)	0%	-1	-20%	33%	-9%	3%	-2%	4%	-11%
OCCN(Cc1ccccc1)Cc1cccc(Cl)c1Cl	·	-2	?	?	?	50µM*	4%	10µM*	1%
C=CCn1c(Sc2ccccc2)nc2c1c(=O)[nH]c(=O)n2C	2%	-2	4%[59 µM]	35%	0%	5%	4%	5%	-8%
COc1ccccc1-n1c2nc3ccccc3nc2c2c(=O)n(-c3cc(C)cc(C)c3)cnc21	-1%	2	-4%[59 µM]	15%	-17%	-27%	-20%	-15%	14%
CSc1ccccc1C(=O)NCCSc1ccc(C)cc1	-9%	-4	50%	57%[activator]	9%	7%	-10%	-1%	-23%
CCc1ccc(N(C(=O)CNC(=O)c2cccs2)C(C(=O)NC(C)(C)C)c2cc(OC)c(OC)c(OC)c2)cc1 (stereo not drawn)	·	-1	-5%[0.0925 µM]	31%	20%	1%	1%	-8%	-2%
O=C(NCCCNC(=O)NC1CCCCC1)NC1CCCCC1	1%	0	·	14%	-28%	·	-8%	-5%	-14%
CCc1ccc(CN(Cc2ccco2)C(=O)COc2ccc(Cl)c(C)c2)cc1	1%	-8	91%[activator][59 µM]	82%[activator]	?	40%[activator]	-3%	21%	1%
CCCCOc1ccc(S(=O)(=O)N2CCCCCC2)cc1	·	-2	8%[12.7 µM]	125%[activator]	-11%	87%[activator]	14%	81%[activator]	16%

Further records.
SMILES	ERG-DNA inh	PI4K2A inh	G9a block	HP1b chromo inh	12-LOX inh	BAZ2B inh	GLS inhibitor	JMJD2A Tudor inh	RGS4 inhibitor
O=C(Cn1cccc1C(=O)c1ccccc1)NCc1ccc(F)cc1	-2%&8%	9&-6	-2%	32%&37%	16%&0%	-2%&2%	-7%&3%	-5%&3%	-8%&-6%
O=C(CCCn1c(=O)c2cccn2c2ccccc21)NCc1ccccc1Br	9%	3	-5%[59 µM]	37%	-12%	3%	6%	-5%	5%
CSc1cccc(NC(=S)N(CCCN2CCCC2)Cc2cccn2Cc2ccc(Cl)cc2)c1	?	2	35µM*	-14%	?	25µM*	-16%	20µM*	-51%
Cc1c(N2C(=O)/C(=C/c3ccccc3)SC2=S)c(=O)n(-c2ccccc2)n1C	3%	-1	21%[0.501 µM]	-6%	0%	-37%	27%	-22%	-13%
Nc1nn(S(=O)(=O)c2ccccc2)cc1-c1ccc([N+](=O)[O-])cc1	-3%	-3	?	-30%	-22%	?	0%	?	3%
CCc1cc(C(=O)NCc2ccc(F)cc2)no1	-8%	1	-32%[59 µM]	39%[activator]	-22%	9%	2%	-4%	15%
CSc1nnc(NC(=O)CCc2ccccc2)s1	9%	3	·	10%	?	-7%	0%	-15%	-16%
CCN(CC)P(=O)(Nc1cccc(C(F)(F)F)c1)c1ccc(N(C)C)cc1NC(=O)c1ccco1 (stereo not drawn)	8%	-4	32µM*	6%	-7%	?	-11%	?	-7%
CN1CCN(C(=O)CCN2C(=O)/C(=C/c3ccc(F)cc3)SC2=S)CC1	47%[activator]	1	71µM*	-7%	-17%	?	-20%	-27%	-1%
Cc1nn(C)c(C(=O)N2CCN(C(=O)c3ccco3)CC2)c1Br	·	0	-7%[59 µM]	41%[activator]	-20%	8%	0%	-4%	-32%
CN(CC(=O)NCc1ccccc1)Cc1ccc(Cl)cc1	1%	1	-8%	26%	12%	-1%	16%	-5%	24%
COc1ccc(C)cc1S(=O)(=O)N(C)CC(=O)N1CCN(c2ccccc2)CC1	7%	1	-4%	16%	-25%	-13%	-1%	-24%	14%
COc1ccc(N2C(=O)NC(NC(=O)c3ccncc3)(C(F)(F)F)C2=O)cc1 (stereo not drawn)	-2%	-4	8%	42%[activator]	17%	-2%	-12%	-6%	7%
O=C(Nc1ccc(Oc2ccc(C(F)(F)F)cn2)c(Cl)c1)C1CC1	-2%	-7	12%	16%	-25%	-5%	3%	3%	17%
Nc1ccccc1C(=O)NCCCN1CCN(c2cccc(Cl)c2)CC1	12%	7	·	-5%	i	·	8%	-33%	17%
CCOC(=O)N1CCN(c2nc3ccc(C)cc3n3cnnc23)CC1	-3%	3	56%[activator]	21%	-1%	4%	4%	-6%	2%
COc1ccc(CCNC(=O)C(=O)NCC2OCCCN2S(=O)(=O)c2cc(C)ccc2C)cc1 (stereo not drawn)	-5%	-3	-2%	19%	163%[activator]	-4%	10%	-4%	-11%
O=C(NNS(=O)(=O)c1cccc(Cl)c1Cl)c1cccc(S(=O)(=O)N2CCOCC2)c1	6%	4	32µM*	8%	13%	3%	17%	?	33%
O=C(CNC(=O)c1cccs1)NCC(=O)OCc1ccccc1Cl	·	-2	-23%[59 µM]	9%	-5%[57.4 µM]	35%[activator]	-4%	3%	-10%
CCn1c2ccccc2c2nnc(SCC(=O)NC(CC(C)C)C(=O)OC)nc21 (stereo not drawn)	6%	0	?	2%	-6%	3%	13%	-13%	10%
CN(C1CCCCC1)S(=O)(=O)CCNC(=O)c1ccccc1	-8%	3	-7%	7%	-64%	12%	0%	-10%	5%
O=C(Cc1nc2ccccc2[nH]c1=O)c1ccccc1	4%	-6	-45%	50%[activator]	-7%	1%	-11%	6%	-15%
CCOC(=O)c1[nH]c2ccccc2c1NC(=O)C(C)(C)C	6%	3	-7%	29%	-16%	9%	-1%	-12%	-5%
Cc1ccsc1C(C(=O)NC(C)(C)C)N(C(=O)c1csnn1)c1ccccc1 (stereo not drawn)	-4%	0	-1%	10%	2%	0%	-6%	-16%	-1%
O=C(NCc1ccccc1Br)c1ccc2c(c1)nc1n2CCOC1	12%	2	1%[59 µM]	27%[57 µM]	0%	7%	7%	-5%	0%
CSc1ccc(S(=O)(=O)NC2CCCCCC2)cc1	·	-2	-25%[12.7 µM]	45%[activator]	?	30%	14%	13%	-3%
COC(=O)CSc1nnc(-c2ccco2)n1-c1ccc(C)cc1	-4%	-12	-1%[59 µM]	27%	-22%	-3%	20%	-25%	-4%
CCOc1cc2sc(N3CCC(C(=O)Nc4ccccc4Cl)CC3)nc2cc1Br	0%	-1	-4%[59 µM]	14%	-12%	4%	1%	-10%	-1%
CCS(=O)(=O)N1CCN(c2nc(-c3ccccc3)cs2)CC1	-3%	0	13µM*	-9%	-7%	-14%	-3%	-35%	-15%
